Assay outcomes as filed in PubChem.
PTHR1 ag: qHTS for PTHR1 Agonists: Primary Screen | Parathyroid hormone/parathyroid hormone-related peptide receptor (Homo sapiens), Q03431 | HEK293 GP2 PTHR1 cells, GloSensor cAMP luminescence, 1 h | Potency, µM (series often up to 115 µM), without a hit: at the top dose activation, actives largely listed as activators | 0.075% of 410,000 active; also: potency is read from the fitted curve at half-maximal effect; nearly all actives have a fitted effect of over 55% in size; some results filed as inactive show a strong effect at the top dose; inactives centre near -15; many of its hits are not listed in these tables
Target sequence (Q03431 whole entry, looked up): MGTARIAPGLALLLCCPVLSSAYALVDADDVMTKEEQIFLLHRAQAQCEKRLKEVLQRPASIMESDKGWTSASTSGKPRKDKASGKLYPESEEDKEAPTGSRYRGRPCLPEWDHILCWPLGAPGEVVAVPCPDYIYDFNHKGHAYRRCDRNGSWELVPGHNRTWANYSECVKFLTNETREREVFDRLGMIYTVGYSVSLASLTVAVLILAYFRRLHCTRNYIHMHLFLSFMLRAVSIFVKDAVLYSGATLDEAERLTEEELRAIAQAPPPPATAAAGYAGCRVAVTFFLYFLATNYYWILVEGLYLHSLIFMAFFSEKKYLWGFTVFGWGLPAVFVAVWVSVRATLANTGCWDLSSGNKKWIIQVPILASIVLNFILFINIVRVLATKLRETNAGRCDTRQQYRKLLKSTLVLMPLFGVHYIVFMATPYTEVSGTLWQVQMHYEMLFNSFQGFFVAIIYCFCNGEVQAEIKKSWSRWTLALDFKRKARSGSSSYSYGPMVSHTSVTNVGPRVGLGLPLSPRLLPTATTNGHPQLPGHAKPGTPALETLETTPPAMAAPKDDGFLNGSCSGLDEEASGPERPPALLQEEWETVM
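HEK-293-derived GP2 cells expressing PTHR1 and a GloSensor cAMP reporter, 3,000/well, plated overnight, given luciferin plus IBMX (each 0.5 mM as added) for 1 h at 37 °C, then compound for 1 h at 37 °C. Luminescence was read after 15 min at room temperature.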
Mm-Cpn inhibitor: Inhibitors of TCP-1 ring complex (TRiC) of Methanococcus maripaludis (MmCpn): qHTS. 0.031% of 330,000 active. Potency, µM (top dose mostly 76.9 µM), inactives show at the highest dose activity, negative = inhibition, usual class: inhibitors. Chaperonin Mm-Cpn (Methanococcus maripaludis). purified Mm-Cpn ATPase, ADP Transcreener TR-FRET; also: potency is read from the fitted curve at half-maximal effect; % is scaled to controls: 0 for no effect and ±100 for the full control effect; nearly all actives have a fitted effect of over 80% in size
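Reaction buffer contained 30 mM Tris pH 7.4, 100 mM KCl, 5 mM MgCl2 and 1 mM DTT. Mm-CPN (25 nM final) hydrolysed 10 uM ATP over 30 min at 37°C; ADP was read by HTRF.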
TDP-43 yeast inh: qHTS of TDP-43 Inhibitors; Potency, µM (doses to about 46.1 µM), for inactives: top-dose growth rescue (activation), actives largely listed as activators; TDP-43 expressing yeast growth rescue, BacTiter-Glo, 24 h; 1.8% of 410,000 active; also: potency is read from the fitted curve at half-maximal effect; % of control where 0% means no effect; nearly all actives have a fitted effect of over 50% in size
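Galactose-induced TDP-43 yeast, OD600=0.02, compound pinned; 24 hr, 30 deg C; BacTiter-Glo luminescence for growth. Inhibitors of TDP-43 toxicity read as activators.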
pAkt inh: HTS Assay for Inhibitors of Akt Phophorylation: Primary Screen; activity change, % for hits at 50 µM; 0.32% of 360,000 active; AID 651550, 2012; Neuro2A IGF-stimulated pAkt S473 HTRF, 20 min; stronger effect = lower value; in the data active = activity change below about -80%; inconclusive = mostly about -51% to -80%; also: % is scaled to controls: 0 for no effect and ±100 for the full control effect
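Single-point screen (50 µM final compound) in Neuro2A cells stimulated 20 min with 6 nM IGF at 37 deg C. After lysis, Ser473-phosphorylated Akt read by HTRF (ex 330 nm, em 615/665 nm) as the 665/615 ratio.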
aSyn yeast inh: qHTS of alpha-syn Inhibitors; Yeast expressing alpha-synuclein, growth rescue, BacTiter-Glo, 24 h; Potency, µM (doses to about 46.1 µM), without a hit: top-dose growth rescue (activation), usual class: activators; 0.14% of 370,000 active; AID 652106, 2013; also: potency is read from the fitted curve at half-maximal effect; % of control where 0% means no effect; nearly all actives have a fitted effect of over 65% in size
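Readout is rescue of growth in alpha-synuclein-expressing yeast, so inhibitors of toxicity appear as activators. Growth after 24 hr at 30 deg C in galactose medium is quantified by luminescence.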
GLP1R inv ag: qHTS of GLP-1 Receptor Inverse Agonists (Inhibition Mode). HEK293 GLP-1R CRE-luciferase, luminescence, 24 h; GLP-1R form is constitutively active. 1.6% of 410,000 active. Potency, µM (series often up to 38.3 µM), without a hit: top-dose activity change, negative = inhibition, hits mostly inhibitors. Glucagon-like peptide 1 receptor (Homo sapiens), P43220; also: potency is read from the fitted curve at half-maximal effect; % is scaled to controls: 0 for no effect and ±100 for the full control effect; nearly all actives have a fitted effect of over 55% in size
Target sequence (P43220 whole entry, looked up): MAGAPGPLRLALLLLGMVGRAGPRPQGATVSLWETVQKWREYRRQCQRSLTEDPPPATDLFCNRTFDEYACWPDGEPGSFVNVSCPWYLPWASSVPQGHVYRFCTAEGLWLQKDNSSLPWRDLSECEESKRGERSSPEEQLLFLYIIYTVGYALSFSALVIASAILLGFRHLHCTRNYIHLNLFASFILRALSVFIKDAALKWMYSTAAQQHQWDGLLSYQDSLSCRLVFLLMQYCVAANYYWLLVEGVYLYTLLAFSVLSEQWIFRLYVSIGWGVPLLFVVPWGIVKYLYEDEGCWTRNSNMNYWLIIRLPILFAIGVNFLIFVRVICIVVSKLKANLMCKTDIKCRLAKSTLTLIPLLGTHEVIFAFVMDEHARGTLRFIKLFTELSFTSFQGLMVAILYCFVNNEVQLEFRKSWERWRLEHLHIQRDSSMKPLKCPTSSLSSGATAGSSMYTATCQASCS
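Luminescence readout: a drop in cAMP-driven luciferase signal flags inverse agonism at a constitutively active GLP-1R stably expressed in HEK293. Compound exposure lasted 24 hr at 37 deg C, 5% CO2.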
Abeta rescue: qHTS for compounds that reverse cellular toxicity of Amyloid beta (A-beta) peptide in yeast: Primary Screen | yeast expressing A-beta42, growth rescue, OD600, 48 h; response scale: 0% DMSO, 100% iron-clioquinol control | Potency, µM (highest dose often 46.1 µM), for the others: at the highest dose growth rescue, usual class: activators | 0.063% of 410,000 active; also: potency is read from the fitted curve at half-maximal effect; nearly all actives have a fitted effect of over 55% in size
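Yeast growth medium received pinned compounds, then yeast cells expressing toxic A-beta were added; plates incubated at 30 C for 48 hr. Growth read as absorbance at 600 nm, normalized to DMSO and equimolar FeCl3 plus clioquinol controls.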
GLP1R cytotox: qHTS of GLP-1 Receptor Inverse Agonists: Cytotox Screen | AID 624418, 2012 | Potency, µM (top dose mostly 38.3 µM), inactives show at the top dose activity change, negative = inhibition, hits mostly inhibitors | 0.13% of 410,000 active | HEK293 cAMP-luciferase reporter cells, luminescence, 24 h;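 also: loss of luciferase light is scored as toxicity; potency is read from the fitted curve at half-maximal effect; % is scaled to controls: 0 for no effect and ±100 for the full control effect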
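Luminescence readout: signal drop marks cytotoxicity. Plated cells grew 12 h at 37 °C, 5% CO2, received 23 nL compound for 24 h, then got luciferase reagent, read after 12 min at RT.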
FUS suppressor: qHTS for Suppressors of FUS Proteinopathy: Primary screen using FUS-linked yeast assay. Potency, µM (series often up to 76.6 µM), for inactives: at the highest dose growth rescue (activation), hits mostly activators. 0.24% of 390,000 active. S. cerevisiae FUS-expressing, growth rescue, OD600, 24 h;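 also: potency is read from the fitted curve at half-maximal effect; plate controls were DMSO vehicle for no effect and reference control for full effect; nearly all actives have a fitted effect of over 55% in size; some results filed as inactive show a strong effect at the top dose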
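Steps: raffinose overnight preculture; dilution to OD 0.005 in 2% galactose minimal medium; compound addition (concentration series); 24hr at 30C, 99% humidity; absorbance read at 600 nm.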
* hit, by the source's call; i = inactive; ? = inconclusive; . = not tested or not shown; [ ] = another dose, or the depositor's remark. Unless noted, calls follow the shape of the dose curve; as a rule, active = well fitted curve in the direction sought with a large enough effect; inconclusive = small, poorly fitted or top-dose-only effect, or another doubt; inactive = no such curve, though single readings can be large; an effect the other way counts as inactive or inconclusive. The list is partial. The share of hits here may be higher or lower than overall.

nr	molecule	PTHR1 ag	Mm-Cpn inhibitor	TDP-43 yeast inh	pAkt inh	aSyn yeast inh	GLP1R inv ag	Abeta rescue	GLP1R cytotox	FUS suppressor
1	Cc1ccc(C(C)NC(=O)/C(C#N)=C\c2c(C)[nH]c3ccccc23)cc1 (stereo not given)	-3%[57.5 µM]	3%	-7%	.	-14%	?	10%	-13%	18%
2	CCC/C(O)=C1\C(=O)CC(c2ccccc2)CC1=NC (stereo not given)	i	.	0%	i	1%	-3%	-18%	-12%	0%
3	O=C(CCS(=O)(=O)c1cccc2nsnc12)N1CCN(Cc2ccc3c(c2)OCO3)CC1	-33%	1%	9%	i	3%	1%	8%	-5%	6%
4	COc1cc(OC)c2ccc(=O)oc2c1C(CC(=O)N1CCCC1)c1ccc2c(c1)OCO2 (stereo not given)	-8%	2%	8%	i	11%	56%[activator]	-3%	?	37%
5	O=[N+]([O-])c1ccc(Nc2nc(NCCO)nc(N3CCCC3)n2)cc1	-5%	3%	-3%	i	1%	-29%	1%	-24%	20%
6	COc1ccc(CCNC(=O)Nc2ccc(F)cc2F)cc1OC	i	2%	9%	i	-3%	-18%	6%	1%	-14%
7	COc1cc(NC(=O)c2ccccc2)c(C)cc1NC(=O)CC(CC(=O)O)c1ccccc1 (stereo not given)	-30%	-14%	-13%	i	-5%	-4%	-1%	1%	12%
8	COc1cccc(N(C(=O)c2csnn2)C(C(=O)NC2CCCC2)c2ccccc2)c1 (stereo not given)	i	-2%	-15%	i	-2%	2%	-4%	10%	7%
9	CC(=O)Nc1ccc(S(=O)(=O)N(C)Cc2ccccc2)cc1	i	-1%	20%	i	-10%	-6%	6%	4%	.
10	CC(=O)Nc1ccc(S(=O)(=O)NC2(C(F)(F)F)C(=O)Nc3c2c(=O)n(C)c(=O)n3C)cc1 (stereo not given)	-2%[57.5 µM]	3%	-24%	i	-3%	6%	-11%	-12%	19%
11	COc1ccc(-n2c(=O)c3c4c(sc3n3c(SC(C)C)nnc23)COC(C(C)C)C4)cc1 (stereo not given)	6%	.	22%	.	.	-3%	3%	3%	1%
12	Cn1cc(CN2C[C@]3(C)C[C@H]2CC(C)(C)C3)c(-c2ccc3c(c2)OCCO3)n1	i	-2%	-6%	i	0%	-30%	13%	-2%	4%
13	CCOC(=O)C1CCN(CC(O)COCc2ccccc2)CC1 (stereo not given)	-2%	-1%	-24%	i	-9%	-13%	-10%	-3%	-9%
14	O=C(Nc1cccc(S(=O)(=O)NC2=NCCC2)c1)c1cc(-c2ccco2)nc2ccccc12	i	-3%	-10%	i	1%	-11%	-11%	7%	30%
15	COC(=O)COc1cccc2c(=O)n(CC(=O)N3CCCCC3)ccc12	-2%	3%	14%	i	4%	17%	4%	1%	2%
16	CC(C)c1ccc(OCC(=O)NC(C)c2ccccc2)cc1 (stereo not given)	-67%[inhibitor]	1%	24%	i	3%	?	12%	-10%	29%
17	NNc1nc2c(F)cc(F)cc2s1	-12%	-1%	4%	i	-21%	10%	-23%	-24%	.
18	COC(=O)c1ccccc1NC(=S)NC(=O)c1ccccc1C	i	-6%	-6%	i	-2%	0%	9%	2%	5%
19	Cn1c(=O)oc2cc(S(=O)(=O)Nc3ccccc3)ccc21	i	-5%	-11%	i	13%	8%	-20%	5%	0%
20	CCCCn1c(CN2CCN(C)CC2)nc2ccccc21	-11%	1%	3%	-116%*	-2%	0%	11%	-8%	11%
21	O=C(C(Sc1ccccc1)c1ccccc1)N1CCN(c2ccccc2)CC1 (stereo not given)	-7%	1%	6%	i	2%	?	13%	-1%[1.53 µM]	17%
22	Cc1cc(C)nc(-n2ncc3c2CC(C)CC3=O)n1 (stereo not given)	-12%	3%	-2%	i	-1%	8%	-7%	3%	2%
23	CN1C(c2ccc(F)cc2)=CS/C1=C(\C#N)c1nnc2n1-c1ccccc1SC2	5%[57.5 µM]	1%	-3%	i	1%	17%	-8%	-13%	28%
24	CC(=O)c1c(C)[nH]c(C(=O)Nc2nc(-c3ccc(-c4ccccc4)cc3)cs2)c1C	-19%	0%	7%	i	-16%	-8%	7%	-24%	.
25	CC(=O)NCC(=O)N(Cc1ccco1)C1(C(=O)NC2CCCC2)CCCCC1	i	-4%	-13%	i	-2%	-7%	0%	-6%	0%
26	CN(C)c1ccc(C(=O)/C=C/c2ccc(Br)cc2)cc1	-16%	-1%	-11%	i	1%	17%	-30%	-2%	-9%
27	Nc1ccc(-c2nc3ccc(-c4nc5ccccc5o4)cc3[nH]2)cc1	i	-2%	-8%	i	0%	?	-8%	45%[activator]	45%
28	COc1cc(/C=c2\sc3n(c2=O)C(c2ccccc2)C(c2ccccc2)=NN=3)ccc1O (stereo not given)	i	-1%	2%	i	19%	-29%	-18%	-4%	43%
29	Cc1ccc(NC(=O)c2cc(-c3ccc(F)cc3)on2)cc1C	-23%	2%	-3%	i	-14%	17%	8%	-1%	-3%
30	COc1ccc(C2CC(=O)C(C3NCCc4ccccc43)=C(O)C2n2cncn2)cc1 (stereo not given)	-14%	1%	-6%	i	1%	-14%	-32%	-1%	-3%

pAkt inh: what is marked active above.
nr	SMILES	PTHR1 ag	Mm-Cpn inhibitor	pAkt inh	GLP1R inv ag	FUS suppressor
20	CCCCn1c(CN2CCN(C)CC2)nc2ccccc21	-11%	1%	-116%*	0%	11%

Returning to the listing; the two compounds before the break are reprinted first.
nr	molecule	PTHR1 ag	Mm-Cpn inhibitor	TDP-43 yeast inh	pAkt inh	aSyn yeast inh	GLP1R inv ag	Abeta rescue	GLP1R cytotox	FUS suppressor
29	Cc1ccc(NC(=O)c2cc(-c3ccc(F)cc3)on2)cc1C	-23%	2%	-3%	i	-14%	17%	8%	-1%	-3%
30	COc1ccc(C2CC(=O)C(C3NCCc4ccccc43)=C(O)C2n2cncn2)cc1 (stereo not given)	-14%	1%	-6%	i	1%	-14%	-32%	-1%	-3%
31	CN1CCN(C(=O)c2cc3c(c(-c4cccc(C#CC(C)(C)O)c4)n2)[C@@H](CCO)N(S(=O)C(C)(C)C)C3)CC1 (stereo not given in full)	-20%	.	11%	i	0%	19%	-8%	1%	-1%
32	COc1ccc(C(=O)C2CCCN(C(=O)c3ccnn3C)C2)cc1OC (stereo not given)	-32%[inhibitor]	-2%	8%	i	14%	51%[activator]	-16%	-10%	-2%
33	Cc1nc2ccc(NC(=O)COc3ccccc3)cc2s1	i	2%	?	i	-68%[inhibitor]	14%	-83%[inhibitor]	-2%	25%
34	Clc1ccc2c(N/N=C/c3cccnc3)ccnc2c1	-3%	2%	-1%	i	-7%	?	-31%[inhibitor]	?	-7%
35	CC(=O)N(C)c1ccc(NC(=S)Nc2ccccc2)cc1	3%	0%	-10%	i	-8%	-7%	0%	13%	.
36	COc1cccc(/C=C(\C#N)C(=O)NC2CCS(=O)(=O)C2)c1 (stereo not given)	i	0%	-20%	i	-2%	15%	-8%	4%	.
37	Cc1nn(-c2ccccc2)nc1CNC(=O)c1ncoc1-c1ccccc1	-5%	3%	6%	i	-3%	?	2%	11%	16%
38	O=C1c2ccccc2C(Nc2ccc(S(=O)(=O)N3CCOCC3)cc2)N1Cc1ccco1 (stereo not given)	-22%	2%	-9%	i	7%	33%[activator]	-13%	0%	9%
39	CCCOC(=O)c1ccc(NC(=O)C2CC(=O)N(c3ccc(C)cc3)C2)cc1 (stereo not given)	-3%	.	25%	.	8%	14%	-9%	-9%	-18%
40	Cc1ccc(NC(=O)CSc2sc3c(O)cc(=O)[nH]c3c2C#N)cc1C	i	?	-11%	i	4%	11%	-3%	3%	5%

An excerpt of these results, with each value named:
40: Cc1ccc(NC(=O)CSc2sc3c(O)cc(=O)[nH]c3c2C#N)cc1C
  PTHR1 ag: i
  Mm-Cpn inhibitor: ?
  TDP-43 yeast inh: -11%
  pAkt inh: i
  aSyn yeast inh: 4%
  GLP1R inv ag: 11%
  Abeta rescue: -3%
  GLP1R cytotox: 3%
  FUS suppressor: 5%

38: O=C1c2ccccc2C(Nc2ccc(S(=O)(=O)N3CCOCC3)cc2)N1Cc1ccco1 (stereo not given)
  PTHR1 ag: -22%
  Mm-Cpn inhibitor: 2%
  TDP-43 yeast inh: -9%
  pAkt inh: i
  aSyn yeast inh: 7%
  GLP1R inv ag: 33%[activator]
  Abeta rescue: -13%
  GLP1R cytotox: 0%
  FUS suppressor: 9%
